Assay outcomes deposited in PubChem by several laboratories.
SARS 3CLpro inh = SARS-CoV 3CLpro protease inhibitors, primary screen, biochemical, quenched FRET. recombinant SARS-CoV 3CLpro, quenched FRET peptide cleavage. 290,000 compounds, 0.14% hits. Replicase polyprotein 1ab (Severe acute respiratory syndrome coronavirus), P0C6X7. inhibition, % at 6 µM; in the data active = inhibition above about 12%
Vc quorum ag = inducers of Vibrio cholerae quorum light production without autoinducers, primary screen, BH1578 luxS cqsA deficient, single point; 350,000 compounds, 0.16% hits; activation, % at 18.7 µM; V. cholerae BH1578 lux reporter, luminescence, 6 h; in the data active = activation mostly above about 9.7%, no sharp cut-off; inconclusive = no clear call, values can overlap the other calls; inactive = mostly below about 3.7%; also: not every result past the cut was called active; inactives centre near 0; reference of the scale not given here
TcdB inh = TcdB glycohydrolase inhibitors, primary screen, biochemical, single point, plate reader; Toxin B (Clostridioides difficile), P18177; TcdB glycohydrolase enzymatic assay; inhibition, % at 9.99 µM; 350,000 compounds, 0.24% hits; in the data active = inhibition above about 10%
PriA SSB inh = inhibitors of Klebsiella pneumoniae PriA binding to SSB C-terminal tail, primary screen, biochemical, AlphaScreen; AID 1272365, 2023; inhibition, % at 33 µM; PriA–SSB C-terminal tail interaction (Klebsiella pneumoniae); AlphaScreen SSBct-PriA binding, biotinylated peptide; 430,000 compounds, 0.6% hits; in the data active = inhibition mostly above about 37%, no sharp cut-off; inactive = mostly below about 20%;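 also: plate controls were negative control peptide for no effect and reference peptide for full effect; strong numbers were not always called active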
PfHsp40 rescue = rescue of yeast from PfHsp40 toxicity, primary screen, S. cerevisiae, ATP luminescence; S. cerevisiae expressing PfHsp40, growth rescue; growth rescue, % at 12.5 µM; 340,000 compounds, 0.68% hits; AID 504582, 2011; in the data active = growth rescue above about 28%, passing the limit was not always enough; inconclusive = no clear call, values can overlap the other calls;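 also: yeast W303a lacking pdr1 and pdr3 grown in galactose medium; growth measured after three days at 30 °C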
PrPC TRFRET = inhibitors of human cell surface prion protein PrPC, primary screen, cell-based, TR-FRET. Major prion protein (Homo sapiens), P04156. TR-FRET read-out. inhibition, % at 13.8 µM. 370,000 compounds, 0.43% hits. AID 720596, 2013; in the data active = inhibition above about 24%; also: 0% = median of the test wells and 100% = reference compound wells
Anthrax LF inh2 = Bacillus anthracis LF protease inhibitors, primary screen, biochemical, multiplex microsphere, MLPCN library. Lethal factor (Bacillus anthracis), P15917. multiplex microsphere protease cleavage assay. inhibition, % at 10 µM. 360,000 compounds, 0.12% hits. AID 588501, 2011; also: plate controls were buffer without enzyme for full effect and enzyme alone for no effect
Target sequence (P15917 whole entry, looked up): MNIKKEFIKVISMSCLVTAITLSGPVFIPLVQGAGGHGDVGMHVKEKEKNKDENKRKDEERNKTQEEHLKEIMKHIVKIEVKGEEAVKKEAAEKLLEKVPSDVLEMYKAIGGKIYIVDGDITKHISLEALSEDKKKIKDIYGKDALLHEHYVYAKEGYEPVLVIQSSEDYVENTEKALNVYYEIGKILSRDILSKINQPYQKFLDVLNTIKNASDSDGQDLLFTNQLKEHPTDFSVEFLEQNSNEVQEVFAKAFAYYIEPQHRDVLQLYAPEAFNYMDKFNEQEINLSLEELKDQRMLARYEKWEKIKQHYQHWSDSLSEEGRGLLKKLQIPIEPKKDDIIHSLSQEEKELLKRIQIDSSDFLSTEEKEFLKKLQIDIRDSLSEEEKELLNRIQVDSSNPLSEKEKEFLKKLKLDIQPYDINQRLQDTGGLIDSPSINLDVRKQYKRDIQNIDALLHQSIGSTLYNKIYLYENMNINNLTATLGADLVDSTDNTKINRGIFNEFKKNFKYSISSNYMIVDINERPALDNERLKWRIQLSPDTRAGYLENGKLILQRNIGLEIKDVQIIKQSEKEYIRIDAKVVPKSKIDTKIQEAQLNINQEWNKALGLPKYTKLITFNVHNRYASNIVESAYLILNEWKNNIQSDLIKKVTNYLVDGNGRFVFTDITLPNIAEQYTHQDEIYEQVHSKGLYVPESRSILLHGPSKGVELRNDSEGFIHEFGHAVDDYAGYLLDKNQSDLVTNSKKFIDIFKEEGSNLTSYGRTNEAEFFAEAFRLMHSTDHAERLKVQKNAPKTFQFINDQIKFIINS
Yp Topo-I inh = Yersinia pestis topoisomerase I inhibitors, primary screen, biochemical, cleavage product accumulation, plate reader, single point. DNA topoisomerase I (Yersinia pestis CO92). Y. pestis Topo-I cleavage product accumulation. activity, % at 10 µM. 360,000 compounds, 0.064% hits. AID 504884, 2011; in the data active = activity above about 50%, passing the limit was not always enough; inconclusive = no clear call, values can overlap the other calls; also: inactives centre near 2
BoNT A protease = BoNT/A light chain protease inhibitors, primary screen, biochemical, flow cytometry, MLPCN library; Botulinum neurotoxin type A light chain protease (Clostridium botulinum A str. ATCC 3502); multiplex microsphere protease substrate cleavage; inhibition, % at 10 µM; 360,000 compounds, 0.17% hits; also: plate controls were buffer without enzyme for full effect and enzyme alone for no effect
An asterisk follows results filed as active; i = inactive; ? = inconclusive; . = not tested or not shown. Rule as the data show it, unless noted: active = inhibition above about 30%; inconclusive = no clear call, values can overlap the other calls; inactive = below that. Not all compounds are listed. The share of hits here may be higher or lower than overall.

SMILES	Anthrax LF inh2	TcdB inh	PriA SSB inh	BoNT A protease	SARS 3CLpro inh	PfHsp40 rescue	PrPC TRFRET	Yp Topo-I inh	Vc quorum ag
Cn1c(=O)[nH]c(=O)c2c1nc(SCCO)n2CCCc1ccccc1	-10	0.3	-3	-0.5	-4	0.0	-1	5	-2.0
CCOc1ccc(N(CC(=O)NC2CCCCC2)C(=O)CCC(=O)Nc2ccccn2)cc1	-8	-4.2	2	-0.6	4	0.6	2	2	-0.2
O=C(Nc1cccc(C(F)(F)F)c1)N1CCN(C(=O)Nc2cccc(C(F)(F)F)c2)CC1	0	.	-4	-1.7	1	-0.4	-3	-3	-3.0
CCOc1ccccc1-c1cc(C(=O)N/N=C/c2ccc3c(c2)OCO3)c2ccccc2n1	2	.	.	0.0	7	-0.4	-3	-2	i
CC(C)COC(=O)n1c(=O)oc2cc(S(=O)(=O)N3CCCCC3)ccc21	2	.	-10	-0.6	6	3.0	3	0	i
O=C(NC12CC3CC(CC(C3)C1)C2)C1CCCN1C(=O)NC1CCCCC1 (stereo not drawn)	-4	.	-4	0.8	2	-0.2	2	-3	0.3
O=C(NCCc1nc(-c2ccccc2Cl)no1)c1ccccc1	-9	.	-6	0.2	.	-0.7	1	-13	-2.9
Cc1cc(C(=O)N2CCN(c3cc(Cl)ccc3C)CC2)on1	-7	3.2	-8	-0.3	-4	-0.3	0	26	-0.3
Cc1ccc(C(=O)NNC(=S)NCC2CCCO2)cc1[N+](=O)[O-] (stereo not drawn)	2	0.5	3	0.7	-5	0.5	-2	7	i
C=CCN(CC=C)C(=S)NC(=O)c1ccc(OC)c(Br)c1	1	.	-10	-0.1	2	56*	.	2	i
CSc1ccc(C=NNc2ccc(S(=O)(=O)Nc3ccccc3C(=O)O)cc2[N+](=O)[O-])cc1	-2	1.7	.	0.6	.	-0.2	7	1	-0.8
CCC(=O)N1CCC1(C)C(=O)NCc1ccc(SC)cc1 (stereo not drawn)	4	-0.5	.	-0.3	.	.	6	7	-4.5
CCOc1ccccc1N1CCN(C(=O)c2cc3ccccc3cc2OC)CC1	0	-1.7	0	-2.3	.	1.2	2	32	1.7
CCCCn1c(-c2cccc(C)c2)nc2cc3[nH]c(=O)c(C(C)C)nc3cc21	18	1.2	0	11	2	1.0	-6	5	-0.6
NC(=O)c1cc(N2C(=O)C3CC=CCC3C2=O)ccc1N1CCCCC1 (stereo not drawn)	3	.	-14	0.7	1	-0.7	17	9	5.3
COCCOc1ccc(C(F)(F)F)cc1NC(=O)COC(=O)C1=COCCO1	.	1.3	-11	.	.	-0.3	-8	0	-0.9
Cc1nn(-c2ccccc2)c2nc(N)c(C#N)c(-c3ccc(F)cc3)c12	-1	.	-42	0.0	9	1.6	10	15	-2.1
CCC1(C)Cc2ccccc2C(=O)N1 (stereo not drawn)	17	0.3	-20	-3.1	2	-0.7	8	7	-0.2
O=C(c1cc(-c2ccc(Cl)cc2)on1)N1CCN(c2ccccc2)CC1	-2	-0.2	-4	2.4	-1	0.0	-13	-4	-1.0
CCOc1cc(C2C3=C(CCCC3=O)NC3=C2C(=O)CCC3)ccc1OCCO	-2	.	-5	-0.2	1	-0.3	-8	-5	i
O=C(NC1CC1)c1cccc(S(=O)(=O)Nc2ccccc2F)c1	0	1.0	-10	4.4	.	0.2	0	3	-2.8
COc1cc(CC(=O)O)c([N+](=O)[O-])cc1OC	-12	1.9	-7	-1.5	2	-0.7	1	10	i
CCNC(=O)C1CC(=O)N(c2ccc(OCC)cc2)C1 (stereo not drawn)	0	.	-12	-0.3	-1	-0.2	-8	4	i
CCCn1c(=NC(=O)CCS(=O)(=O)c2ccccc2)sc2cc(S(N)(=O)=O)ccc21	-3	2.0	-5	3.6	.	-1.4	0	2	-5.6
CCOc1ccccc1NC(=O)c1ccc(NC(=O)c2ccco2)cc1	3	.	-13	-0.6	-4	4.7	7	4	.
CSc1nncn1/N=C/c1ccccc1F	-1	.	.	?	-8	-1.3	-4	-6	-3.8
COc1ccccc1/C=C/C=N/NC(=O)c1ccco1	?	-1.5	i	1.4	-4	-0.6	-14	1	0.0
O=C(c1[nH]c(C(F)(F)F)nc1-c1ccccc1)N1CCc2c([nH]c3ccccc23)C1	6	0.4	.	0.1	.	.	-2	.	.
O=C(N/N=C/c1ccc(Cl)cc1)c1n[nH]c2c1CCCC2	-8	0.3	i	0.2	0	-1.0	9	4	-0.3
O=[N+]([O-])c1cccc(/C=N/N2CCN(Cc3ccc(Cl)cc3)CC2)c1	2	2.3	i	2.3	3	0.4	2	-1	-0.5
CN(Cc1cc(=O)n2ccsc2n1)Cc1nc2ccccc2c(=O)[nH]1	0	0.0	11	-0.4	3	-1.4	1	-2	-0.3
CCCC1CCC(=NNC(=O)OC(C)(C)C)CC1 (stereo not drawn)	1	0.7	-6	-0.4	2	1.0	6	3	-0.3
COc1cccc(OCc2ccc(Cl)cc2)c1C#N	-12	0.9	-4	-1.9	3	2.2	9	9	-0.8
CC1(C)CC(NC(=O)c2cccc3ccccc23)CC(C)(C)N1	2	.	-11	1.2	0	-0.6	8	-5	4.8
COc1ccc(NS(=O)(=O)c2cccc(C(=O)NNC(=O)c3ccccc3OC)c2)cc1	-7	-0.3	2	1.2	.	0.9	8	-3	-1.3
CCN(CC)CCn1c2c(c(SCC(=O)Nc3cc(OC)cc(OC)c3)nc1=O)CCC2	-1	1.2	8	6.3	.	-1.6	-7	30	i
CNS(=O)(=O)c1cc(OCC(N)=O)c(C)cc1Cl	-3	.	-18	-0.9	6	-1.6	-9	7	-0.4
Cc1cc2c(c(=O)n1Cc1cccnc1)C(c1ccccc1)C(C#N)=C(N)O2 (stereo not drawn)	-10	.	-9	0.6	3	-0.5	2	-1	i
CCN(CC)c1ccc2cc(C(=O)Nc3ccccn3)c(=O)oc2c1	11	.	14	10	2	-1.6	-3	-2	i
CCOC(=O)NC(=O)c1cn(CCN(C)C)c(=O)[nH]c1=O	-2	1.2	9	0.1	0	-0.4	-1	-5	-0.4
COCCCn1c(C(=O)N2CC(C)OC(C)C2)cc2c(=O)n3ccccc3nc21 (stereo not drawn)	-6	0.2	2	3.6	-1	-0.3	-2	5	i
CC(C)Oc1ccc(CNC(=O)Oc2ccccc2)cc1	2	0.7	-9	2.1	3	-0.3	3	2	-2.4
COC(=O)CN(c1ccc(F)cc1)S(=O)(=O)c1ccc2c(c1)OCCO2	-2	.	-2	1.0	-1	-0.7	4	-2	1.4
CCc1cccc(C)c1NC(=O)CSc1nc2ccccc2n1CC(=O)N(C)C	-4	0.7	-3	-1.0	-1	-0.6	1	-4	-0.5
O=C(NCCc1ccccc1)N1CCCC(CNS(=O)(=O)Cc2ccccc2)C1 (stereo not drawn)	-1	2.3	-7	-0.3	0	-0.2	-3	11	.
O=C(O)c1ccc([N+](=O)[O-])c(CS(=O)(=O)c2ccccc2)c1	8	-0.1	-5	-3.1	0	-1.0	-10	-5	-0.4
O=C(COC(=O)c1ccncc1)Nc1ccc2c(c1)OCO2	-8	0.6	-7	0.3	.	-0.6	-5	1	-4.3
Cc1onc(-c2ccccc2)c1C(=O)c1ccccc1	-2	-0.5	-20	3.3	-1	0.1	4	-1	-2.3
OC[C@@H](O)[C@@H](O)CO	-3	1.4	5	0.1	.	-0.6	3	8	-0.5
Cc1nc2c(c(C)nn2-c2ccccc2)c(C)c1CCC(=O)N1CCC2(CC1)OCCO2	0	.	-8	0.2	-2	0.9	.	2	.

New compounds follow.
SMILES	Anthrax LF inh2	TcdB inh	PriA SSB inh	BoNT A protease	SARS 3CLpro inh	PfHsp40 rescue	PrPC TRFRET	Yp Topo-I inh	Vc quorum ag
O=C(COC(=O)c1ccccc1)Nc1ccc(Cl)cn1	-2	2.6	-5	-0.4	1	18	-4	9	i
COc1ccc(S(=O)(=O)N2CCCCC2)cc1NC(=O)CCCNC(=O)c1ccc(Cl)cc1	-8	-0.5	-5	0.4	.	-0.5	-4	25	i
CO/N=C/NC(=O)N1OC[C@@H]2COc3ccc4ccccc4c3[C@@H]21	2	.	.	-0.9	1	1.3	-3	-5	-0.7
O=C(NCc1ccccc1Cl)c1ccc2nnsc2c1	-8	0.7	-13	-0.4	0	-0.1	2	-3	-0.9
CC(C(=O)NCCc1ccccc1)N1c2cccc3cccc(c23)S1(=O)=O (stereo not drawn)	2	0.4	-18	3.2	0	1.1	4	35	i
Cc1c(-c2n[nH]c(=S)n2-c2ccc(C(F)(F)F)cc2)nnn1-c1ccccc1	2	.	8	0.3	2	1.4	-4	-10	-0.1
COc1ccc(NC(=O)c2cc(C3CCCCN3C(=O)CCCc3ccccc3)on2)c(C)c1 (stereo not drawn)	-8	0.7	.	-0.9	.	.	-4	33	5.0
COc1ccc(-c2csc(NC(=O)CCNC(=O)c3ccco3)n2)cc1OC	-6	-0.3	7	-1.9	.	-0.8	-5	10	-1.2
Cc1ccc2nc(NC(=O)CSCC(=O)Nc3cc(C)on3)sc2c1	.	1.2	-3	.	.	-0.4	10	-4	0.3
COc1ccc(O)c(C(=O)c2cnc3onc(C(C)C)c3c2)c1	-2	.	10	2.2	9	0.9	0	9	i
COc1cc(OC)cc(-c2nc(=S)n3ccsc3n2)c1	-2	-0.6	-3	-0.7	5	-1.2	6	1	-0.3
NS(=O)(=O)c1ccc(S(=O)(=O)c2ccccc2)nc1	0	.	-10	-0.7	.	.	.	1	-0.6
CCn1c(C)c(C)c2cc(C(=O)NCCCN3CCN(C)CC3)ccc21	1	-0.5	13	4.0	-7	0.0	-6	-6	2.1
O=C(CC1C(=O)NCCN1CC(c1ccccc1)c1ccccc1)NCC1CCOCC1 (stereo not drawn)	-2	0.4	-7	-0.2	2	-0.8	3	15	1.2

Three records drawn at random from those above:
SMILES	Anthrax LF inh2	TcdB inh	PriA SSB inh	BoNT A protease	SARS 3CLpro inh	PfHsp40 rescue	PrPC TRFRET	Yp Topo-I inh	Vc quorum ag
CC(C(=O)NCCc1ccccc1)N1c2cccc3cccc(c23)S1(=O)=O (stereo not drawn)	2	0.4	-18	3.2	0	1.1	4	35	i
COc1ccc(NC(=O)c2cc(C3CCCCN3C(=O)CCCc3ccccc3)on2)c(C)c1 (stereo not drawn)	-8	0.7	.	-0.9	.	.	-4	33	5.0
COc1cc(OC)cc(-c2nc(=S)n3ccsc3n2)c1	-2	-0.6	-3	-0.7	5	-1.2	6	1	-0.3

Structural class, those above with a COOH group (3)
SMILES	Anthrax LF inh2	TcdB inh	PriA SSB inh	BoNT A protease	SARS 3CLpro inh	PfHsp40 rescue	PrPC TRFRET	Yp Topo-I inh	Vc quorum ag
CSc1ccc(C=NNc2ccc(S(=O)(=O)Nc3ccccc3C(=O)O)cc2[N+](=O)[O-])cc1	-2	1.7	.	0.6	.	-0.2	7	1	-0.8
COc1cc(CC(=O)O)c([N+](=O)[O-])cc1OC	-12	1.9	-7	-1.5	2	-0.7	1	10	i
O=C(O)c1ccc([N+](=O)[O-])c(CS(=O)(=O)c2ccccc2)c1	8	-0.1	-5	-3.1	0	-1.0	-10	-5	-0.4
